From PubChem
Peg3 promoter = inhibitors of Peg3 promoter | HeLa PEG-Prom luciferase reporter, luminescence, overnight | inhibition, % at 20 µM | AID 588405 | 360,000 tested, 1.7% active;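 active means inhibition of at least 50% at 20 µM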
MITF TRPM1 inh = inhibitors of MITF-driven TRPM1 promoter in melanoma cells | SK-MEL-5 TRPM1 promoter luciferase, 24 h | inhibition, % at 12.5 µM | 330,000 tested, 0.83% active;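 active means mean inhibition across replicates of 60% or more, whatever share of single replicates reaches that level; inconclusive means some that reach 60%, reason not given; inactive means mean inhibition across replicates below 60%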; further: values of inactives mirror those of a sister screen read the other way
hiPSC survival = increases survival of single human iPS cells; hiPSC single-cell survival, ATPlite luminescence; 100% = ROCK inhibitor wells, 0% = DMSO; survival enhancement, % at 20 µM; 360,000 tested, 0.044% active; AID 602274; in the data active means survival enhancement above about 18%;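 further: cells exposed to compounds for 16 hours before the ATP read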
aDG glyco act = increases alpha dystroglycan glycosylation. Pro5-aDG cells, alpha-DG glycosylation AlphaScreen (IIH6); 0% Pro5, 100% B10-LARGE cell signal. activation, % at 10 µM. 360,000 tested, 0.22% active. AID 624168;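 active means activation of at least 8% versus controls, or a plate z-score of at least 8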;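 further: Pro5 are CHO cells carrying HIG-tagged alpha-DG that lacks glycosylation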
KKLEB tox = counter-screen for CF NF-kB inhibitors: cytotoxicity; KKLEB CF airway cells viability, ATPlite luminescence, overnight; stronger effect = lower value; cells stimulated with P. aeruginosa culture filtrate; activity change (cytotoxicity), % at 5 µM; 360,000 tested, 0.36% active; AID 602141;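 active means corrected activity change at or below -50% at 5 µM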
Shn3 inh set2 = inhibitors of Schnurri-3 3'UTR reporter in osteoblasts; AID 588674; 360,000 tested, 0.52% active; inhibition, % at 12.5 µM; Clone20 osteoblast Shn3 3'UTR firefly luciferase, 24 h;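 active means mean inhibition of at least 75% with every replicate also reaching 75%; inconclusive means mean inhibition at least 75% but some replicate below; inactive means mean inhibition below 75%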;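 further: 0% = median of neutral control wells and 100% = pilot-screen positive control compound; some compounds past the cut are filed as inactive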
NR2E3 ag-1 = agonists of human NR2E3 nuclear receptor; Q9Y5X4; CHO-S Gal4-NCOR/VP16-NR2E3 two-hybrid, luciferase; inhibition of corepressor binding, % at 3.98 µM; 360,000 tested, 0.35% active; AID 602229;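 active means inhibition above the mean of all tested compounds plus 3 SD, cut at about 70% in these data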;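 further: 0% = DMSO with NR2E3 transfected cells and 100% = cells lacking NR2E3 construct; higher means lower luciferase signal from less NR2E3 corepressor binding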
Target sequence (Q9Y5X4 whole entry, looked up, the tested form may be a part): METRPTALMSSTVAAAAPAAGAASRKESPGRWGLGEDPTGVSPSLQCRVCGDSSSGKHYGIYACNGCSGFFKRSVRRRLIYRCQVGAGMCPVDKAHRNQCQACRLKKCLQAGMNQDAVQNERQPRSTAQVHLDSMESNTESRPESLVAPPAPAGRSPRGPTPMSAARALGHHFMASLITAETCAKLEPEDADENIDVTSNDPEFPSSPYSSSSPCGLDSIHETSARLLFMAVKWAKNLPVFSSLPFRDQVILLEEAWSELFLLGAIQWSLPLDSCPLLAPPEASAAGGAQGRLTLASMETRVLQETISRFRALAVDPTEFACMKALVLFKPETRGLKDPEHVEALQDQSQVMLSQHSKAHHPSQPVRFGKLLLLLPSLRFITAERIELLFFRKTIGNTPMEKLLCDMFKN
HIF-2a inh = blocks HIF-2a reporter activity; 786-0 RCC cells HIF-2a reporter, luciferase luminescence, overnight; inhibition, % at 18.8 µM; 360,000 tested, 0.72% active;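 active means inhibition of the luminescence signal of 40% or more relative to plate controls, in a single-dose primary screen at 18.75 µM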
TWEAK-Fn14 inh = inhibitors of TWEAK-Fn14 interaction signaling; 360,000 tested, 2% active; inhibition, % at 10 µM; TWEAK-stimulated Fn14 reporter cells, luciferase luminescence, 8 h; AID 1159606; in the data active means inhibition above about 50%
CF NFkB block = inhibitors of cystic fibrosis induced NF-kB | KKLEB NF-kB-GFP reporter, PAF-induced, GFP fluorescence overnight | 360,000 tested, 0.86% active | inhibition, % at 5 µM;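 active means at least 50% inhibition at 5 µM, scaled per plate between neutral and stimulator controls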;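 further: PAF is a Pseudomonas aeruginosa culture filtrate used as stimulus; plate controls were PAF-stimulated DMSO wells for no effect and unstimulated DMSO wells for full effect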
NR2E3 ag-2 = agonists of human nuclear receptor NR2E3; Q9Y5X4; GST-NR2E3/biotin-RetCOR TR-FRET, 1536-well; inhibition of corepressor binding, % at 4.78 µM; 320,000 tested, 0.12% active; AID 2300;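 active means percent inhibition above the cutoff of mean plus 3 SD of all tested compounds, set per screening campaign, cut at about 20% in these data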;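 further: 0% = DMSO wells and 100% = biotin wells as full block of FRET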
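Test system – NR2E3–RetCOR corepressor complex · Quantity – NR2E3 fusion 1.35 nM · Buffer or medium – Tris pH 7.5 · Incubation – Compound–protein incubation for 5 h at 4 °C · Technique – TR-FRET, Eu(K)-anti-GST donor, streptavidin-D2 acceptor, ex 340, em 617/671 nm · Evaluation – percent inhibition of 671/617 nm emission ratio versus biotin and DMSO controls · Plate – 1536-well format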
* marks the source's active call; other numbers are inactive results; ? = inconclusive; . = no result given. This is a random part of the collection; overall some 4.4% were active at least once.

The first 2 entries (preview)
SMILES	Peg3 promoter	MITF TRPM1 inh	hiPSC survival	aDG glyco act	KKLEB tox	Shn3 inh set2	NR2E3 ag-1	HIF-2a inh	TWEAK-Fn14 inh	CF NFkB block	NR2E3 ag-2
CCc1ccc(NS(=O)(=O)c2ccc3[nH]cc(C(=O)N4CCc5ccccc54)c(=O)c3c2)cc1	-149.5	-18.8	-2.6	0.4	-1.2	-78.3	-47.1	-143.9	-11.4	3.4	-2.0
O=C(NCC(O)COc1ccc([N+](=O)[O-])cc1)c1ccccc1 (centres undefined)	-9.8	-4.5	-0.5	0.0	-6.5	3.9	-4.9	25.4	23.2	0.5	-3.3

The listing, from the first entry:
SMILES	Peg3 promoter	MITF TRPM1 inh	hiPSC survival	aDG glyco act	KKLEB tox	Shn3 inh set2	NR2E3 ag-1	HIF-2a inh	TWEAK-Fn14 inh	CF NFkB block	NR2E3 ag-2
CCc1ccc(NS(=O)(=O)c2ccc3[nH]cc(C(=O)N4CCc5ccccc54)c(=O)c3c2)cc1	-149.5	-18.8	-2.6	0.4	-1.2	-78.3	-47.1	-143.9	-11.4	3.4	-2.0
O=C(NCC(O)COc1ccc([N+](=O)[O-])cc1)c1ccccc1 (centres undefined)	-9.8	-4.5	-0.5	0.0	-6.5	3.9	-4.9	25.4	23.2	0.5	-3.3
CNC(=O)c1nnn(-c2ccccc2)c1C(=O)NC	9.6	5.3	1.4	-0.4	12.9	-6.3	5.9	8.5	7.0	7.8	2.1
Cn1c(SCc2ccc(Cl)cc2)nnc1C1CC1	-1.9	-5.8	2.0	-0.1	-3.9	-4.1	-10.5	-20.1	1.0	14.8	1.5
O=C(O)c1ccc(C2SCC(=O)N2Cc2ccco2)cc1 (centres undefined)	31.0	-1.8	0.2	-0.1	17.3	-55.5	-18.4	6.5	-5.1	11.1	6.5
CN1CCN(C(=O)C(=O)c2cn(CC(=O)N3CCOCC3)c3ccccc23)CC1	-1.6	.	-2.1	-0.3	6.0	15.0	-1.1	7.2	16.1	-18.9	.
Cc1ccc(OCc2ccc(C(=O)Nc3cc(C)on3)o2)c([N+](=O)[O-])c1	-5.7	6.8	0.1	-0.2	5.6	11.8	-16.9	-5.9	-20.5	-39.2	-2.5
Cc1cc(NC(=O)CCCC(=O)OCC(F)(F)C(F)F)cc(C)c1C(=O)O	3.2	4.0	6.0	0.0	-2.3	-13.2	-4.9	7.8	-7.8	-8.2	-3.6
Cc1cc(C(=O)O[C@H]2[C@H](C)NS(=O)(=O)[C@H]3C[C@@H]4C=C[C@]23O4)cc([N+](=O)[O-])c1	5.5	3.4	-3.1	-0.1	-16.0	-19.3	2.6	10.3	0.7	24.0	-3.7
COc1ccc(OC)c(NC(=O)N[C@@H](Cc2ccccc2)C(=O)O)c1	8.9	0.5	2.1	5.9*	-3.2	-7.6	-4.6	-2.7	3.2	-5.6	0.4
CN1CN(C)c2ccc([N+](=O)[O-])c3cccc1c23	10.0	13.1	0.5	0.1	8.5	0.7	-18.4	22.7	6.3	-31.6	-11.6
Cc1ccc([N+](=O)[O-])cc1NC(=O)CSc1nnc(C)n1CC1CCCO1 (centres undefined)	-12.7	0.1	0.4	0.0	-13.3	-4.8	-11.8	17.5	2.5	15.7	-2.4
Cn1c(=O)c2c(nc(OCc3cccnc3)n2Cc2ccccc2)n(C)c1=O	8.6	6.6	0.6	0.2	-3.1	30.0	-6.6	11.4	-3.2	2.3	0.6
Cc1onc(-c2ccccc2)c1C(=O)N1CCN(S(=O)(=O)c2ccccc2C(F)(F)F)CC1	8.4	-0.1	0.4	0.0	2.8	-6.9	3.7	3.7	8.8	6.2	-0.5
Oc1ccccc1CNCCCNCc1ccccc1O	9.3	30.8	-3.5	1.0	-1.0	24.3	-35.9	10.5	-15.6	-4.3	-0.2
CCC1=NN2C(=N)/C(=C\c3cccn3-c3ccc(C)cc3C)C(=O)N=C2S1	4.3	-12.1	-1.0	0.4	-6.7	-14.3	6.3	14.3	2.5	7.9	1.3
Cc1cccc(Nc2nc(N)nc(CN3CCN(c4ccccc4)CC3)n2)c1	23.9	13.7	3.2	0.1	3.2	-7.8	-9.0	12.6	22.9	10.1	1.0
Cc1cc(C)n(NC(=S)NC2CCCC2)c(=O)c1C#N	20.4	4.4	-0.6	-0.1	7.5	4.7	-2.4	15.5	-5.8	1.9	0.6
c1csc(-c2nnc(COc3ncnc4sccc34)o2)c1	-8.8	13.4	0.1	-0.2	-17.2	0.3	-8.1	-0.4	6.6	18.1	1.1
CSc1cccc(NC(=O)c2sc3nc4n(c(=O)c3c2C)CCC4)c1	-263.1	-80.5	-0.5	-0.1	0.1	-29.8	-75.4	-240.2	-34.9	3.3	3.7
COc1ccc(NC(=O)/C=C/C(=O)O)c(OC)c1	-5.7	-3.7	2.0	0.1	5.7	.	3.6	17.0	-1.1	-11.2	-2.9
CC(C)C/C(O)=C/c1nc2cc(Cl)ccc2oc1=O	-7.5	5.1	-0.9	1.0	-10.2	6.5	-22.2	-1.0	16.9	13.3	-0.9
Cc1ccc(C(C(=O)NC2CCCC2)N(C(=O)c2csnn2)c2cccc(F)c2)o1 (centres undefined)	4.9	1.1	-0.6	0.0	3.5	-29.0	-25.7	6.7	12.2	-3.1	4.2
COc1cccc(N=CC2=C(O)CCCC2=O)c1	6.7	-5.8	-0.8	1.4	5.9	-6.1	-5.0	-4.4	-19.4	-9.8	-0.6
O=C(Nc1ccncc1)c1ccccc1F	12.8	-10.9	24.2*	-0.2	-6.6	3.7	-14.8	24.5	12.3	32.5	4.8
O=C(CSCc1ccc(F)cc1)Nc1nc2c(s1)CCCC2	-20.5	-7.8	-0.3	-0.2	-8.8	-10.0	-16.7	-52.6	-22.5	5.8	0.2
C=CCNC(=O)C1CC(=O)N(c2ccc(OCC(=O)Nc3ccc(C)cc3)cc2)C1 (centres undefined)	-6.5	-1.3	4.2	-0.2	-14.3	4.4	10.7	-4.0	-10.9	-17.0	-0.6
CCSc1ccccc1C(=O)N1CCCC1	12.4	-5.7	2.5	-0.1	0.4	-5.0	0.4	0.7	0.5	11.6	2.0
CC(NC(=O)CN1CCN(c2cccc(Cl)c2)CC1)c1ccccc1 (centres undefined)	16.1	-4.8	-0.2	0.1	-15.6	6.9	15.9	7.1	-1.6	-10.8	3.9
Cc1cc(Br)ccc1NC(=O)CN(C)C(=O)C1CCN(C(=O)c2ccc(F)cc2)CC1	15.8	2.4	0.2	0.1	5.6	-56.1	-0.9	12.2	6.2	11.8	2.5
CC(=Cc1cccs1)C(=O)c1ccccc1	-39.2	.	4.0	0.3	-22.5	-4.1	-13.0	-29.4	-32.8	-11.8	.
CCOC(=O)N1CCN(C(=O)c2c(Cl)cnn2C)CC1	4.6	1.9	-0.3	-0.1	-5.1	-22.1	-13.7	14.5	1.9	15.4	.
CCOC(=O)C1CCCN(C(=O)C2CCN(Cc3nc(-c4ccc(Cl)cc4)oc3C)CC2)C1 (centres undefined)	13.8	8.2	0.1	0.2	-7.3	6.1	1.0	-11.4	4.8	-6.1	.
CCc1cccc(CC)c1NC(=O)COC(=O)CCc1cc(OC)c(OC)c(OC)c1	13.4	14.9	-1.1	-0.1	-7.1	5.2	38.1	18.0	-3.3	5.3	5.0
CC(=O)CC(=O)Nc1nc(C)cc(C)n1	9.0	4.3	-1.9	0.0	1.8	?	-0.1	13.8	22.2	-22.4	0.1
CC(C)(C)C(=O)O/N=C(\N)COc1cccc(Cl)c1	-13.8	-44.4	2.6	0.2	8.8	-51.8	0.4	-16.2	-2.7	-13.4	1.7
Clc1ncnc2scc(-c3ccc(Br)cc3)c12	29.5	2.8	-1.0	0.6	-6.5	-1.8	-29.6	-41.1	-15.7	17.9	4.8
CC(=O)Oc1ccc2c(=O)c(/C=N/c3cc(=O)[nH]c(=S)[nH]3)coc2c1	-2.5	6.6	-0.1	-0.1	-12.2	-4.8	-17.6	11.8	-10.5	1.0	1.1
CC(=O)c1c(-c2ccc(Cl)cc2)c2ccccc2[nH]c1=O	15.2	-8.7	0.4	0.0	-8.5	10.1	-9.0	14.9	2.2	14.5	5.0
CC1(C(=O)NS(=O)(=O)c2cccc(F)c2)CCN1C(=O)CCc1ccc(Cl)cc1Cl (centres undefined)	2.9	.	-2.4	-0.1	-4.5	-16.1	-46.7	15.3	30.3	2.4	.
C[C@H]1CN([C@@H](C)CO)C(=O)CCCn2nncc2CO[C@@H]1CN(C)S(=O)(=O)c1ccc(-c2ccccc2)cc1	-8.6	.	-1.5	0.0	6.0	-13.1	2.1	4.8	19.1	-16.0	.
COc1ccc(CNC(=O)c2cc(COc3c(F)cccc3F)on2)cc1OC	-13.1	14.3	5.9	0.1	-6.8	-8.3	-12.5	7.4	10.6	16.2	-2.2
COc1ccc(S(=O)(=O)NCc2cccnc2)cc1	9.7	13.8	-0.1	0.1	-8.2	9.9	15.8	17.9	3.4	8.5	2.8
CSc1ccc(NC(=O)NCCCN2CCN(c3ccccc3F)CC2)cc1	15.3	8.2	-2.5	2.8	-22.0	12.4	25.7	10.6	-2.2	16.4	-5.2
CC(=O)c1c(NC(=O)C(C)C)nc(C)nc1-c1ccccc1	-2.1	14.3	-0.3	0.0	0.1	-8.5	-47.6	11.5	-5.5	3.8	0.8
O=C1C(NS(=O)(=O)c2ccc(Cl)cc2)=C(N2CCCCC2)C(=O)c2ccccc21	7.9	26.4	3.6	0.3	13.5	12.5	-14.2	-8.3	13.1	27.2	-3.3
C(=C\c1ccccc1)/CSc1nnc(-c2ccccn2)n1Cc1ccco1	-7.8	31.4	1.2	-0.1	-12.8	-4.4	-76.2	9.5	9.0	17.9	1.7
C#CCOC(=O)C(NC(=O)c1ccccc1)=C1CCCCC1	12.1	4.1	-0.5	0.2	-4.5	3.7	-0.5	14.6	6.8	0.6	3.7
COc1ccc(CCNC(=O)Cn2nnc(-c3ccccc3F)n2)cc1OC	4.8	-11.1	3.3	-0.1	-0.4	-5.8	3.4	19.2	9.5	4.3	2.1
CC(C)(C)OC(=O)C[C@@H]1C/C=C\C[C@@H](CC(=O)NCCO)C(=O)NCCOC1=O	0.2	-2.0	3.1	-0.3	-6.2	-21.4	-7.6	8.8	-0.3	-3.3	.
CCCn1c(N)c(N(CCOC)C(=O)COC(=O)COc2c(C)cc(C)cc2C)c(=O)[nH]c1=O	7.1	.	-1.8	-0.3	-24.5	-7.7	12.3	4.6	-7.0	-19.2	.
Cc1ccc(OCc2nc(-c3ccccn3)no2)cc1	-220.3	-39.6	-0.9	0.0	8.7	-1.6	-108.0	-238.2	31.4	-13.5	1.0
C=CCC[C@H](Cc1ccc(F)cc1)C(=O)OC[C@H](C)NC(=O)[C@H](CC=C)CC(=O)N(CCO)Cc1ccccc1	46.1	3.2	0.1	0.1	-6.0	0.7	13.5	-1.1	24.1	1.4	.
